AddAB inh: growth inhibition of E. coli expressing H. pylori AddAB, primary screen, AddAB inhibitor project, absorbance; inhibition, % at 11.9 µM; actives 0.29% (n = 330,000); AID 435030, 2010; in the data active = inhibition above about 12%;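 also: 0% = vehicle wells of infected cells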
Ecoli viability: E. coli V3065 growth inhibition, primary screen, counter-screen for AddAB inhibitor project, absorbance, OD600; 18 h; inhibition, % at 11.9 µM; actives 0.27% (n = 330,000); AID 449728, 2010;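 active = inhibition above the campaign's mean inhibition across all tested compounds plus 3 SD, cut at about 9.9% in these data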;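 also: uninfected addAB+ strain grown without phage in ampicillin broth; 0% = DMSO wells and 100% = ciprofloxacin 0.95 µg/ml wells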
PKA-R1A act: activators of PKA-R1A holoenzyme, primary screen, biochemical, fluorescence polarization, Cy5-IP20, bovine R1A, mouse PKAc; PKA-R1A dissociation; scaled: DMSO 0%, 113 µM cGMP 100%; activation, % at 11.4 µM; cAMP-dependent protein kinase type I-alpha regulatory subunit (Bos taurus) + …; actives 0.083% (n = 340,000);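 active = percent activation above the mean of all tested compounds plus 3 SD, cut at about 19% in these data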;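 also: higher means more PKAc released from R1A so a rise in polarization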
Tat export inh: E. coli Tat export inhibitors, primary screen, MC4100, TorA-mCherry reporter, fluorescence, single point; inhibition, % at 10 µM; actives 0.036% (n = 340,000); AID 488895, 2010;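 active = mean replicate inhibition at least 50% and at least half of replicates individually reaching 50%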;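 also: exported cargo escapes ClpAP degradation while cytoplasmic cargo is degraded and loses fluorescence; 0% = median of neutral control wells and 100% = median of NaSCN control wells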
HTR5A inv ag: HTR5A inverse agonists in luminescence cell assay, primary screen, counter-screen for OPRM1-OPRD1 heterodimer inverse agonist project, full-deck HTS; actives 0.083% (n = 340,000); HTR5A cell line, inverse agonism; AID 504634, 2011; inhibition, % at 9.3 µM; 5-hydroxytryptamine receptor 5A (Homo sapiens), P47898; in the data active = inhibition mostly above about 23%, no sharp cut-off; inactive = mostly below about 18%;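 also: 0% = cells with DMSO and 100% = no-cell wells with DMSO; some compounds called inactive have numbers as strong as hits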
Target sequence (P47898 whole entry, looked up): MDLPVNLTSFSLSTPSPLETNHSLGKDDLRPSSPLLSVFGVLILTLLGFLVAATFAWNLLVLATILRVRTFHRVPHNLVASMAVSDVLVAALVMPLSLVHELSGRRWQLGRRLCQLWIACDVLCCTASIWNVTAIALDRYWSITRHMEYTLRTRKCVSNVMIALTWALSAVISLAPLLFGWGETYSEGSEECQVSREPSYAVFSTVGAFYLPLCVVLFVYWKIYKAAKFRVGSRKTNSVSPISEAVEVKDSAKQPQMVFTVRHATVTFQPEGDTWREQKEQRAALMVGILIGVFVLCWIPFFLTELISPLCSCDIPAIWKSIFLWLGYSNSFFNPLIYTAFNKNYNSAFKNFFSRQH
Mot1-301 SUMO: yeast Mot1-301 growth rescue at high temperature, primary screen, SUMOylation pathway inhibitor project, S. cerevisiae, ATP luminescence, 38.5C. S. cerevisiae Mot1-301 growth rescue; percent above DMSO median, 100 means doubled. growth rescue, % at 18.8 µM. actives 1% (n = 320,000). AID 2716, 2010;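 active = every valid replicate shows activation above 250% relative to neutral control wells; inactive = the rest, any valid replicate at or below 250%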;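 also: OY570 slx delta 5 strain wells were the positive control but not used for scaling; some compounds called inactive have numbers as strong as hits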
PKA-R2B act: activators of PKA-R2B holoenzyme, primary screen, biochemical, fluorescence polarization, Cy5-IP20, human | activation, % at 11.4 µM | PKA-R2B holoenzyme dissociation; R2B truncated from residue 108, S112A mutant; 0% DMSO only, 100% 113 µM cGMP | actives 0.079% (n = 340,000) | AID 504700, 2011;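 active = activation above a cutoff set at the mean over all compounds plus 3 SD, cut at about 18% in these data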;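 also: higher means more holoenzyme dissociation and a rise in polarization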
Target sequence (P31323 whole entry, looked up, other chains not shown, the tested form may be a part): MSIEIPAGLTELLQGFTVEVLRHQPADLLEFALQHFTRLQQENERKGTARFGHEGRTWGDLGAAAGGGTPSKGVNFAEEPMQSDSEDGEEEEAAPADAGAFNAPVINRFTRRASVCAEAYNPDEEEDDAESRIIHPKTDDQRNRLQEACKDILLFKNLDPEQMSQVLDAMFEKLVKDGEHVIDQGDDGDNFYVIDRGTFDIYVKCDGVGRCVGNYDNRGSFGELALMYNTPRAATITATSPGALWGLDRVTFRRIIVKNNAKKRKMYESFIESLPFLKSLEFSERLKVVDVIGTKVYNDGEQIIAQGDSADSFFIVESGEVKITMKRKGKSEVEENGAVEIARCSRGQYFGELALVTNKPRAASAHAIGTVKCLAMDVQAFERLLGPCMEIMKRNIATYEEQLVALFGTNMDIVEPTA
phage Ecoli inh: growth loss of phage-infected E. coli, primary screen, RecBCD inhibitor project, absorbance, with phage, HTS. inhibition, % at 11.9 µM. actives 0.26% (n = 360,000); in the data active = inhibition above about 11%
PfHsp90 yeast 2: growth inhibition of PfHsp90-expressing yeast, primary screen, antimalarial PfHsp90 inhibitor project, S. cerevisiae, BacTiter-Glo luminescence, single point, set 2. inhibition, % at 9.4 µM. AID 504621, 2011. actives 0.32% (n = 310,000). BacTiter-Glo ATP, 48 h; yeast lacking PDR1 and PDR3 efflux regulators;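 active = every replicate shows inhibition above about 80%, whatever the replicate mean, limit read from the data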;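 also: 0% = DMSO neutral controls and 100% = 20 µM radicicol positive controls; yeast relying on Plasmodium falciparum Hsp90 in place of its own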
OPRM1-OPRD1 ag: agonists of OPRM1-OPRD1 heterodimerization, primary screen, cell-based, luminescence; Mu-type opioid receptor (Homo sapiens) + Delta-type opioid receptor (Homo sapiens), …; cells; activation, % at 9.3 µM; actives 0.3% (n = 340,000); AID 504326, 2011; in the data active = activation above about 18%;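 also: 0% = vehicle-treated cells and 100% = reference agonist; values of inactives mirror those of a sister screen read the other way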
MOR-DOR inv ag: inverse agonists of MOR-DOR heterodimerization, primary screen, cell-based, luminescence; cell-based MOR-DOR heterodimer luminescence, inverse agonism; actives 0.21% (n = 340,000); inhibition, % at 9.3 µM; in the data active = inhibition above about 22%, passing the limit was not always enough;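 also: 0% = cells with DMSO and 100% = wells without cells with DMSO; values of inactives mirror those of a sister screen read the other way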
* hit, by the source's call; · = no result given.

SMILES	AddAB inh	Ecoli viability	PKA-R1A act	Tat export inh	HTR5A inv ag	Mot1-301 SUMO	PKA-R2B act	phage Ecoli inh	PfHsp90 yeast 2	OPRM1-OPRD1 ag	MOR-DOR inv ag
COC(=O)/C(=N\OCc1ccc(C#N)cc1)c1c(C)nn(C)c1C	4.6	2.3	1	-7	-2	5	-1	-1.1	-8	-1.9	10
C[C@@H]1CN(S(=O)(=O)c2ccc3c(c2)OCCO3)CCN1S(=O)(=O)c1c(F)cccc1F	6.1	0.1	-11	6	-11	41	-5	3.3	14	2.0	-12
CS(=O)(=O)Nc1ccc(C(=O)CC(=O)Nc2ccc([N+](=O)[O-])cc2)cc1	1.0	0.4	-4	-4	17	4	-15	-2.2	-7	-1.6	8
Cc1ccc(C(=O)O)cc1NS(=O)(=O)c1ccc2ccccc2c1	-2.1	-3.8	-8	1	0	17	2	2.9	-8	-1.5	7
Cc1ccsc1C(=O)NNC(=O)c1csc(N2CCOCC2)n1	1.9	2.4	1	6	-5	-4	-7	-0.5	-7	-0.4	2
Cc1cc(NC(=O)CCS(=O)(=O)c2nc(-c3ccccc3)cc(C(F)(F)F)n2)no1	3.6	1.1	2	4	20	-6	-5	-0.7	-9	-2.8	11
CCSc1nc(N2CCOCC2)c2ccccc2n1	2.4	-2.6	7	-1	-7	-27	2	1.0	-5	-2.6	15
O=C(Nc1ccc(N2CCOCC2)cc1)c1ccc2nc(-c3ccco3)c(-c3ccco3)nc2c1	0.8	0.1	-5	12	20	·	2	0.5	4	12	-69
CCN(CC(=O)NCC(=O)Nc1ccc(Br)cc1C)Cc1ccccc1	4.1	-0.7	3	-2	12	-7	9	4.9	·	3.0	-19
COC(=O)c1ccc(NC(=O)CN(C)Cc2cccc(F)c2)cc1	1.0	-1.1	3	7	3	-23	2	2.1	-1	0.1	0
CCc1cccc(OCCn2ccnc2)c1	-0.7	-1.4	-13	4	-14	2	-9	-0.9	-7	-3.4	20
Cc1ccc(Nc2ccc(C(N)=O)cc2[N+](=O)[O-])cc1	0.8	-3.0	6	-23	0	3	17	2.1	7	1.6	-9
CCOc1ccccc1N1CCN(CC(=O)Nc2ncc(C)s2)CC1	-0.1	-2.6	-4	6	20	138	-16	-0.1	2	-1.5	7
O=C(CN1C(=O)c2ccccc2S1(=O)=O)NC1CCCCCC1	2.0	1.8	13	-6	-14	-19	-2	1.7	10	-1.9	9
Nc1nc(SCC(=O)NCc2ccc(F)cc2)[nH]c(=O)c1NC(=O)c1ccc(Cl)cc1	2.0	0.7	-3	-2	-21	-11	0	2.4	-13	-0.9	4
CC(C)CNS(=O)(=O)c1ccc(CCC(=O)N2CCOCC2)cc1	-3.3	-1.6	-4	-9	10	-4	3	1.1	2	-1.6	8
CS(=O)(=O)Nc1ccc(-c2cn3cccnc3n2)cc1	-0.1	0.3	-3	-3	8	-12	11	1.8	6	0.8	-4
CCC(C)(C(=O)NC1CCCCC1)N(C)C(=O)c1ccccn1 (centres undefined)	4.0	0.7	0	-1	9	13	-6	2.9	-17	-2.4	10
Cn1ncc(C#N)c1NC(=O)c1nn2cccnc2c1Cl	-1.4	-0.5	-5	1	-10	1	11	0.7	6	-1.5	9
Cc1cc(C)c(S(=O)(=O)N2CCN(C(=O)N3CCCCC3)CC2)c(C)c1	1.3	-1.2	-8	-2	-5	14	0	0.1	3	-2.1	11
C=CCc1ccc(OCC(O)CN2CCCCC2C)c(OC)c1 (centres undefined)	2.7	0.1	4	0	2	1	5	3.2	24	-0.8	3
Clc1ccc(CSc2snnc2-c2ccccc2)cc1	4.9	2.9	-14	3	-25	-19	-4	0.3	·	0.2	-1
CN(C)/C=C\C(=C/C(=O)C(F)(F)F)Nc1ccccc1Oc1ccccc1	1.6	-1.9	-6	4	-8	-7	-8	0.6	-13	-0.9	5
Cn1cc([N+](=O)[O-])c(C(=O)Nc2ccc(C(=O)N3CCCCC3)cc2)n1	0.8	0.4	-7	-5	-1	-7	2	4.5	12	-1.1	7
CCOc1cc(C2NC(=O)NC(O)(C(F)(F)F)C2C(=O)c2ccccc2)ccc1OC (centres undefined)	-0.1	-0.4	-2	-10	-21	45	0	-1.3	·	-2.9	15
Continuation.
SMILES	AddAB inh	Ecoli viability	PKA-R1A act	Tat export inh	HTR5A inv ag	Mot1-301 SUMO	PKA-R2B act	phage Ecoli inh	PfHsp90 yeast 2	OPRM1-OPRD1 ag	MOR-DOR inv ag
COc1ccc(/C=N/NC(=O)c2cc3c(OC)ccc(OC)c3[nH]2)cc1O	1.2	0.2	-4	-4	-5	-11	9	2.0	-3	-1.6	9
COc1ccc(N2C(=O)/C(=C/c3ccc([N+](=O)[O-])cc3)N=C2C)cc1	2.7	-0.2	·	-1	·	15	·	5.3	-17	·	·
CCOC(=O)C1=C(c2ccccc2)ON(C)C1c1ccccc1 (centres undefined)	2.5	2.7	8	3	2	-8	-7	2.8	-15	-0.3	1
CCn1cc(C(=O)NCCCN(C)C)c(=O)c2cc(F)c(N3CCN(C)CC3)cc21	100*	99*	6	37	0	-18	4	93*	12	-2.4	13
O=C(c1ccccc1)c1ncc[nH]1	-1.6	0.7	-2	-11	-5	57	-6	-0.1	-8	-3.9	17
O=C(Nc1cccc(OCC(=O)N2CCOCC2)c1)c1cccc([N+](=O)[O-])c1	0.5	0.1	-3	-7	13	11	4	3.9	4	-1.1	6
O=S1(=O)N=C(N/N=C/c2ccc(Br)o2)c2ccccc21	4.3	0.3	0	-11	12	9	9	3.7	-5	-3.6	18
CSc1ccc(S(=O)(=O)NCC(=O)OCC(=O)NCc2cccs2)cc1[N+](=O)[O-]	1.9	-0.6	4	-3	-9	10	-3	1.8	20	0.8	-4
CCOc1ccc(N2C(=O)/C(=C\c3ccc(OC)c(O)c3)S(=O)(=O)C2c2cccc([N+](=O)[O-])c2)cc1 (centres undefined)	0.4	-3.3	-21	1	-10	13	5	1.0	8	-2.6	13
C=CCn1c(COc2ccccc2F)nnc1SCCN1C(=O)c2ccccc2C1=O	0.0	-2.2	2	3	9	-2	-3	2.4	-28	-1.4	7
Cc1ccc(/C=N/n2cc(-c3ccccc3)[nH]c2=S)s1	0.0	-0.5	-7	3	-12	-12	-2	2.2	-63	0.4	-2
COc1ccc(C2/C(=C(\O)c3ccc4c(c3)OCCO4)C(=O)C(=O)N2Cc2cccnc2)cc1OC (centres undefined)	0.5	-1.4	-10	-1	4	309	-12	1.9	-17	-3.1	15
FC(F)(F)c1ccc(NCCc2ccccc2)nc1	3.1	-3.0	-2	7	9	-9	-2	-2.4	-2	4.6	-25
CC(C)(C)N(Cc1ccccc1)C(=O)COC(=O)CN1C(=O)NC2(CCCC2)C1=O	3.7	-2.9	6	0	-6	-16	13	1.7	-2	-2.9	10

Some of the entries so far, bar-delimited.
SMILES | AddAB inh | Ecoli viability | PKA-R1A act | Tat export inh | HTR5A inv ag | Mot1-301 SUMO | PKA-R2B act | phage Ecoli inh | PfHsp90 yeast 2 | OPRM1-OPRD1 ag | MOR-DOR inv ag
O=C(c1ccccc1)c1ncc[nH]1 | -1.6 | 0.7 | -2 | -11 | -5 | 57 | -6 | -0.1 | -8 | -3.9 | 17
O=C(Nc1cccc(OCC(=O)N2CCOCC2)c1)c1cccc([N+](=O)[O-])c1 | 0.5 | 0.1 | -3 | -7 | 13 | 11 | 4 | 3.9 | 4 | -1.1 | 6
O=S1(=O)N=C(N/N=C/c2ccc(Br)o2)c2ccccc21 | 4.3 | 0.3 | 0 | -11 | 12 | 9 | 9 | 3.7 | -5 | -3.6 | 18
CSc1ccc(S(=O)(=O)NCC(=O)OCC(=O)NCc2cccs2)cc1[N+](=O)[O-] | 1.9 | -0.6 | 4 | -3 | -9 | 10 | -3 | 1.8 | 20 | 0.8 | -4
CCOc1ccc(N2C(=O)/C(=C\c3ccc(OC)c(O)c3)S(=O)(=O)C2c2cccc([N+](=O)[O-])c2)cc1 (centres undefined) | 0.4 | -3.3 | -21 | 1 | -10 | 13 | 5 | 1.0 | 8 | -2.6 | 13
C=CCn1c(COc2ccccc2F)nnc1SCCN1C(=O)c2ccccc2C1=O | 0.0 | -2.2 | 2 | 3 | 9 | -2 | -3 | 2.4 | -28 | -1.4 | 7
Cc1ccc(/C=N/n2cc(-c3ccccc3)[nH]c2=S)s1 | 0.0 | -0.5 | -7 | 3 | -12 | -12 | -2 | 2.2 | -63 | 0.4 | -2
COc1ccc(C2/C(=C(\O)c3ccc4c(c3)OCCO4)C(=O)C(=O)N2Cc2cccnc2)cc1OC (centres undefined) | 0.5 | -1.4 | -10 | -1 | 4 | 309 | -12 | 1.9 | -17 | -3.1 | 15
FC(F)(F)c1ccc(NCCc2ccccc2)nc1 | 3.1 | -3.0 | -2 | 7 | 9 | -9 | -2 | -2.4 | -2 | 4.6 | -25
CC(C)(C)N(Cc1ccccc1)C(=O)COC(=O)CN1C(=O)NC2(CCCC2)C1=O | 3.7 | -2.9 | 6 | 0 | -6 | -16 | 13 | 1.7 | -2 | -2.9 | 10
